Compound activity from PubChem BioAssay.
Casp1 inh: blocks human caspase-1 allosterically or competitively | AID 900 | 75,000 compounds, 0.03% hits | Caspase-1 enzyme, Ac-WEHD-AFC fluorogenic rate | Potency, µM (doses to about 57.5 µM), without a hit: top-dose activity change, negative = inhibition, hits mostly inhibitors | P29466;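 also: potency is read from the fitted curve at half-maximal effect; plate controls were vehicle for no effect and no substrate for full effect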
Target sequence (P29466 120-297 limits assumed): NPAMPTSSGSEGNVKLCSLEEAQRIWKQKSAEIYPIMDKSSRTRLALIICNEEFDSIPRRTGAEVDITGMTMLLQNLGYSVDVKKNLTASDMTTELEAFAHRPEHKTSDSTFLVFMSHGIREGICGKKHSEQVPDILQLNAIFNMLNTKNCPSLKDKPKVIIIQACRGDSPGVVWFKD
Target sequence (P29466 317-404 limits assumed): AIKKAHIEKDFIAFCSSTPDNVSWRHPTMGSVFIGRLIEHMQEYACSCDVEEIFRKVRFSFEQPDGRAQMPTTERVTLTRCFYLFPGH
FLuc inh: blocks Photinus pyralis firefly luciferase activity. AID 411. 72,000 compounds, 2.2% hits. Potency, µM (top dose mostly 57.1 µM), for inactives: at the top dose activity change, negative = inhibition, most hits filed as inhibitors. P08659. purified firefly luciferase, luminescence, 8 min; also: potency is read from the fitted curve at half-maximal effect; % is scaled to controls: 0 for no effect and ±100 for the full control effect; nearly all actives have a fitted effect of over 40% in size
Target sequence (P08659 whole entry, looked up): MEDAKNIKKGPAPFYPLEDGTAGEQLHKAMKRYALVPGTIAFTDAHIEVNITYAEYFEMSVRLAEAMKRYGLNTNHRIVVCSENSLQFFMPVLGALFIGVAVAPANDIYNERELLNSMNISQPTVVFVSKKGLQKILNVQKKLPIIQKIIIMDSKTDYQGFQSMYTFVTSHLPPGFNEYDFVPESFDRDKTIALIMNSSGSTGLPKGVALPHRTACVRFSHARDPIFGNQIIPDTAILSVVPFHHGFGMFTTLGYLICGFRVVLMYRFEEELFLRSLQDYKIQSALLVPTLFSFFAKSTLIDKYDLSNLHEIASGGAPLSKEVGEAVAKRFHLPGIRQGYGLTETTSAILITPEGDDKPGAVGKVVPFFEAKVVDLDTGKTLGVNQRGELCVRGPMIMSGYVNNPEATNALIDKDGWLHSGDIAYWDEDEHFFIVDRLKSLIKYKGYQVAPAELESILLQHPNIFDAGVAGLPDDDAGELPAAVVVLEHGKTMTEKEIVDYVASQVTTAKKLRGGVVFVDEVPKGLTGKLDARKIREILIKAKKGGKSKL
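qHTS concentration-response profiling: light output of P. pyralis luciferase with luciferin and 10 uM ATP, imidazole buffer pH 7.2. Read by luminescence after 8-min room-temperature incubation.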
A350 fluor: compounds fluorescent in Alexa 350 spectral region. Compound autofluorescence, 340/450 nm, Alexa 350 dye-equivalents; stronger effect = higher value. max dye-equivalent concentration, M. 59,000 compounds, 11% hits; in the data active = max dye-equivalent concentration above about 10 nM; inconclusive = mostly about 1.1 nM to 9.6 nM
ERK AVP block: inhibitors of vasopressin-stimulated ERK signaling pathway | AID 995 | 72,000 compounds, 0.99% hits | HEK293-V1b, vasopressin-stimulated pERK AlphaScreen | Potency, µM (titrated, usually from 57.5 µM), without a hit: at the highest dose activity, negative = inhibition, hits mostly inhibitors; also: potency is read from the fitted curve at half-maximal effect; % is scaled to controls: 0 for no effect and ±100 for the full control effect; nearly all actives have a fitted effect of over 55% in size
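HEK293 cells stably expressing V1b receptor, preincubated 30 min at 37 °C with compound, then stimulated 5 min with 25 nM vasopressin. Phospho-ERK by AlphaScreen SureFire after 5 h RT; normalized to DMSO and vasopressin; AC50 by Hill fit.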
BRCT inh green: blocks human BRCA1 BRCT binding to phosphopeptide, green readout. BRCA1 BRCT-phosphopeptide binding, green fluorescence polarization. Potency, µM (doses to about 76.9 µM), without a hit: top-dose activity change, negative = inhibition, usual class: inhibitors. 75,000 compounds, 0.05% hits. AID 875;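 also: potency is read from the fitted curve at half-maximal effect; plate controls were peptide without protein for full effect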
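Fluorescence polarization: His-tagged BRCT (~35 kDa BRCA1 C-terminus, 250 nM) bound to 100 nM fluorescein-labeled phosphorylated 10-aa BACH1 peptide, pH 7.3 phosphate buffer with DTT and Tween 20. Compounds incubated 12 min at room temperature; inhibition read as lowered polarization.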
HEK293 cAMP cs: counter-screen for TSHR agonists: cAMP increase in parental HEK293 | 73,000 compounds, 2.5% hits | parental HEK293 CNG cAMP sensor, membrane potential fluorescence | AID 938 | Potency, µM (series often up to 57.1 µM), for inactives: top-dose activation, hits mostly activators; also: potency is read from the fitted curve at half-maximal effect; % of control where 0% means no effect; nearly all actives have a fitted effect of over 55% in size
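Parental HEK 293 cells stably expressing a cAMP-gated CNG channel were loaded with membrane potential dye containing 100 uM RO 20-1724 for 60 min. Compound added for 30 min; depolarization read as fluorescence intensity at 590 nm.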
CRE-bla Fsk: alters forskolin-stimulated CRE reporter signaling in CHO cells; CHO CRE-bla reporter (cAMP response element driving beta-lactamase), forskolin EC10, beta-lactamase ratio; Potency, µM (doses to about 38.2 µM), for inactives: top-dose activity change, negative = inhibition, most hits filed as activators; 71,000 compounds, 2.5% hits; active = well fitted activation curve with a large enough effect in the signal ratio, with a control signal flat, not every such curve was filed as active; inconclusive = small, poorly fitted or top-dose-only effect, or effect the other way, or a change in a side signal; the % refers to the signal ratio; also: potency is read from the fitted curve at half-maximal effect; % of control where 0% means no effect
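qHTS titration format; CRE-bla CHO reporter; stimulus EC10 NKH 477, a water-soluble forskolin. Read: CCF4 460/530 nm ratio. Potency expressed as AC50 for activators or inhibitors.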
BRCT PPI red: inhibitors of human BRCA1 BRCT-phosphoprotein interaction (red fluorophore); P38398; BRCT-phosphopeptide binding, red fluorescence polarization; Potency, µM (top dose mostly 76.9 µM), for the others: at the top dose activity change, negative = inhibition, usual class: inhibitors; 75,000 compounds, 0.03% hits; also: % is scaled to controls: 0 for no effect and ±100 for the full control effect
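Rhodamine-labelled pBACH1 10-mer (100 nM) bound to BRCT domain (100 nM) at pH 7.3; compounds incubated 12 min room temperature, polarization read. Free peptide defines full inhibition; unlabelled decapeptide titrated as control.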
USP2a inhib: blocks human ubiquitin-specific protease USP2a; O75604; Potency, µM (titrated, usually from 38.3 µM), for inactives: top-dose activity change, negative = inhibition, usual class: inhibitors; 60,000 compounds, 0.1% hits; USP2a enzymatic assay, qHTS inhibition;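 also: potency is read from the fitted curve at half-maximal effect; nearly all actives have a fitted effect of over 60% in size; plate controls were DMSO for no effect and NEM full inhibition control for full effect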
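Inhibition is measured in a cell-free coupled assay with 20 nM USP2 core, 20 nM Ub-PLA2 and 20 uM NBD C6-HPC, 2.5 h incubation. Activity normalized to NEM control.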
Caspase-7 inhib: blocks human caspase-7 allosterically or competitively | recombinant caspase-7, Ac-DEVD-AFC fluorescence rate | Potency, µM (titrated, usually from 57.5 µM), for inactives: at the highest dose activity change, negative = inhibition, hits mostly inhibitors | 75,000 compounds, 0.02% hits | AID 889; active = well fitted inhibition curve with a large enough effect in the main read-out, with a control signal flat, not every such curve was filed as active; inconclusive = small, poorly fitted or top-dose-only effect, or a change in a side signal; also: potency is read from the fitted curve at half-maximal effect; % of control where 0% means no effect
Tau filament bind: binders of human tau filaments | P10636 | recombinant tau filaments, thioflavin S fluorescence, 15 h; filaments grown with octadecylsulfate alongside compound | Potency, µM (series often up to 57.1 µM), for the others: top-dose activity change, negative = inhibition | 71,000 compounds, 2% hits | AID 596;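 also: potency is read from the fitted curve at half-maximal effect; % is scaled to controls: 0 for no effect and ±100 for the full control effect; actives lower thioflavin S fluorescence by blocking filaments or displacing dye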
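His-tagged recombinant human tau (exons 2, 3, 10; 1 uM final) fibrillized with 30 uM sodium octadecylsulfate, 15 h at 37 C, in pH 7.4 HEPES buffer with 10 uM thioflavine S and 5 mM DTT. Reduced ThS fluorescence (450/510 nm) marks activity.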
An asterisk follows results filed as active; i = inactive; ? = inconclusive; . = no result given; [ ] = another dose, or the depositor's remark. Unless noted, calls follow the shape of the dose curve; as a rule, active = well fitted curve in the direction sought with a large enough effect; inconclusive = small, poorly fitted or top-dose-only effect, or another doubt; inactive = no such curve, though single readings can be large; an effect the other way counts as inactive or inconclusive.

compound	Casp1 inh	FLuc inh	A350 fluor	ERK AVP block	BRCT inh green	HEK293 cAMP cs	CRE-bla Fsk	BRCT PPI red	USP2a inhib	Caspase-7 inhib	Tau filament bind
O=C(Nc1ccc(Cl)c(Cl)c1)OCc1cccnc1	-1.7%	-5.4%	i	7.3%	-4.0%	9.5%	1.0%	-0.9%	-10.4%	-2.8%	34.3%
BrC(c1cccc2ccccc12)c1cccc2ccccc12	-1.8%[11.5 µM]	3.2%[11.4 µM]	i	18.0%[11.5 µM]	0.7%[15.4 µM]	8.9%[11.4 µM]	2.4%[7.6 µM]	0.7%[15.4 µM]	.	-2.9%[11.5 µM]	1.7%[11.4 µM]
CC(=O)C1C(c2cn(-c3ccccc3)nc2-c2cccs2)NC(=O)NC1(O)C(F)(F)F (stereo unspecified)	-6.7%	-3.5%	i	17.5%	-0.9%	2.5%	-9.6%	2.0%	19.8%	-5.5%	6.7%
CC1(C)S[C@@H]2[C@H](NC(=O)[C@@H](NC(=O)N3CCNC3=O)c3ccccc3)C(=O)N2[C@H]1C(=O)O	-0.3%[25.7 µM]	0.6%[25.5 µM]	?	-10.6%[25.7 µM]	0.6%[34.4 µM]	-3.0%[25.6 µM]	3.0%[17.1 µM]	-1.8%[34.4 µM]	-7.5%[17.1 µM]	-1.3%[25.7 µM]	3.0%[25.6 µM]
O=C(Nc1ccccc1C(=O)N1CCCC1)c1cccc(S(=O)(=O)N2CCCCC2)c1	0.4%	-0.4%	i	4.4%	-1.7%	14.1%	13.6%	-1.0%	14.8%	-0.2%	2.0%
CN(C)Cc1ccccc1-c1nc(NC2CC2)c2ccccc2n1	-4.7%	0.3%[2.29 µM]	i	-15.9%	3.2%	?	0.2%	-0.4%	8.6%	-5.0%	-12.6%
Cn1cccc1C(=O)c1ccc(Cl)cc1Cl	-1.3%	-0.6%	i	6.3%	-0.1%	13.6%	15.8%	-0.6%	10.3%	-2.1%	-5.6%
Cn1nc(C(=O)NCc2ccc(F)cc2)c2ccccc2c1=O	0.1%	4.3%	i	5.9%	1.7%	17.9%	20.6%	3.4%	1.6%	-1.0%	-4.3%
CC(C)CC(NC(=O)C1CCCCC1)C(=O)NCc1ccccn1 (stereo unspecified)	-0.7%	1.2%	i	47.0%[activator]	-2.3%	17.7%	-0.4%	3.6%	4.4%	1.6%	6.6%
CC(C)(C)OC(=O)NCCCC(CCCNC(=O)OC(C)(C)C)C(=O)O	1.8%	2.3%	i	-8.3%	-1.1%	6.1%	-5.6%	-1.2%	-3.4%	0.5%	-10.7%
CC(C)Cc1cc(C(=O)NCCc2ccccc2)no1	1.6%	?	.	0.6%	-2.7%	0.2%	-2.5%	0.1%	.	-0.8%	-9.0%
COC(=O)C1=C(C)NC(=O)NC1c1ccc(OCC(=O)N2CCCCC2)cc1 (stereo unspecified)	-1.7%	1.3%	i	-14.2%	-5.8%	3.7%	-2.8%	-1.5%	-5.0%	-0.3%	5.0%
N#CC1=C(N)n2c(s/c(=C\c3ccco3)c2=O)=C(C#N)C1c1ccco1 (stereo unspecified)	-10.8%	-3.4%	i	-10.7%	-0.4%	22.5%	0.4%	-2.7%	13.5%	-10.7%	-8.9%
O=C(c1ccco1)N1CCN(Cc2nnnn2CCc2ccccc2)CC1	1.5%	-0.2%	i	11.1%	-0.4%	24.7%	-0.1%	0.7%	17.3%	2.2%	11.4%
COc1ccc(CNc2nc(-c3cccc(C#N)c3)nc3ccccc23)c(OC)c1	-7.1%	-1.1%[2.29 µM]	i	4.4%	0.1%	?	2µM*	-0.4%	173.6%[activator]	-7.9%	35.2%
CCCC/C=C/C(NC(=O)c1ccc(C(=O)OC)cc1)c1ccccc1 (stereo unspecified)	-2.5%	.	.	34.2%[activator]	-2.0%	25.1µM*	5.0%	-1.6%	.	-2.3%	15.6%
CC1CN(C(=O)c2cc3c(s2)CCC3)CC(C)O1 (stereo unspecified)	1.6%	0.1%	i	-4.7%	-3.3%	4.6%	-3.9%	-0.8%	-0.6%	2.5%	-10.6%
CCN(CC)[C@@H](C)C(=O)N1c2ccccc2Sc2ccccc21	.	1.3%	i	.	.	28.1%	-5.6%	.	.	.	-7.1%
O=C(Cc1coc(-c2ccc(F)cc2)n1)NCc1ccccc1	-1.8%	.	.	.	5.1%	?	.	0.8%	.	-0.5%	.
CCc1nn(CC(=O)NCCN2CCN(C)CC2)c(=O)c2cc3occc3n12	0.8%	1.4%	i	-3.4%	-1.1%	3.5%	0.4%	0.8%	-2.4%	3.8%	-6.3%
COc1ccccc1N1CCN(C(=O)c2oc3ccccc3c2C)CC1	4.9%	0.2%	i	-3.9%	-1.8%	15.7%	-13.5%	-2.3%	4.7%	0.7%	-3.3%
O=C(Cn1nc(-c2ccccc2)ccc1=O)NCC1COCCO1 (stereo unspecified)	-0.5%	0.6%	i	5.8%	-2.7%	3.6%	-5.0%	-1.8%	6.5%	-0.4%	-16.2%
O=C(CN1CCC(n2nnc3cc(C(F)(F)F)ccc32)CC1)N1CCc2ccccc21	-2.7%	1.9%	i	10.5%	-0.9%	22.1%	-6.5%	0.0%	5.6%	-0.3%	-11.7%
O=S(=O)(c1ccc(N2CCCC2)cc1)C(F)(F)F	0.8%	-3.7%	i	31.2%[activator]	1.5%	19.1%	11.7%	-0.3%	-0.3%	-0.5%	7.3%
COC(=O)C1=C(C(=O)c2ccc(C)cc2)C(c2ccc(OC)c(OC)c2)n2nnnc2N1 (stereo unspecified)	-5.3%	1.1%	i	19.7%	-3.1%	-0.7%	0.4%	-2.9%	-2.2%	0.5%	6.4%
Cc1nc(NC2CCCCC2)c2nc(-c3ccccc3)n(CC3CCN(C)CC3)c2n1	-1.8%	.	.	1.1%	0.4%	?	-3.8%	-1.2%	.	1.6%	-1.4%
Cn1c(CN2CCOCC2)nnc1SCC(=O)Nc1ccc2c(c1)OCCO2	-1.5%	0.1%	i	-2.2%	-2.8%	4.2%	-27.6%	-0.4%	0.6%	1.3%	-0.1%
Oc1ccc2cc(SSc3ccc4cc(O)ccc4c3)ccc2c1	-3.9%	.	.	26.4%	-2.6%	6.3%	?	-0.3%	.	-3.0%	-17.3%
O=C(CN(CCCN1CCOCC1)C(=O)Cn1nnc(-c2ccc(F)cc2)n1)NC1CCCCC1	0.8%	-1.4%	i	-3.2%	-1.8%	12.2%	-2.2%	-1.1%	.	0.7%	-4.0%
CCC/C=C(\CCC)C(NC(=O)c1cccs1)c1ccc(C(F)(F)F)cc1 (stereo unspecified)	5.0%	.	.	12.2%	-2.1%	?	16.0%	-1.0%	.	4.5%	7.6%
C=CCn1c(SCC(=O)Nc2ccc3c(c2)OCCO3)nnc1-c1ccco1	-1.7%	-12.4%	i	-16.1%	-0.9%	1.1%	12.0%	-0.7%	12.7%	-0.9%	-1.8%
CC(C)NC(=O)N1CCCC2(CCN(S(=O)(=O)c3ccccc3)CC2)C1	-3.1%	2.2%[11.4 µM]	i	5.5%	-0.8%	?	1.7%	0.0%	6.3%	0.2%	7.2%
O=C1CN(C(=O)CSc2nnnn2-c2ccc(Cl)cc2)c2ccccc2N1	-2.1%	-0.5%	i	7.8%	-1.8%	17.8%	-5.7%	-1.8%	24.3%	-1.7%	14.5%
CCCC/C=C/C(NC(=O)c1ccco1)c1ccccc1 (stereo unspecified)	-0.4%	.	.	11.4%	1.7%	?	-3.5%	-2.3%	.	-8.8%	-12.0%
O=C(C1CC1)N1CCc2cc(Br)cc(S(=O)(=O)NCc3ccco3)c21	2.4%	3.1%	i	-15.9%	3.3%	?	11.3%	-1.4%	13.5%	0.1%	-4.3%
CCOC(=O)CSc1n[nH]c(-c2cccnc2)n1	0.7%	-10.3%	i	17.3%	-0.8%	-3.5%	4.5%	-1.4%	-3.9%	-2.5%	-5.6%
CCOCCCNC(=O)c1cc2sc(Cl)cc2n1CC	-2.4%	.	.	.	-4.1%	?	.	-1.4%	.	-1.8%	.

The order is random. About 16% of those tested had a hit in this group.
